# High-throughput results deposited in PubChem by National Center for Advancing Translational Sciences (NCATS).
# N370S GC – N370S glucocerebrosidase modulation, Gaucher chaperone candidate | P04062 | N370S GC spleen homogenate, 4MU-glucoside fluorescence | Potency, µM (top dose mostly 59.4 µM), inactives show top-dose activity change, negative = inhibition, actives largely listed as inhibitors | hit rate 0.092% among 330,000 | AID 2101;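 further: 0% = full enzyme activity and -100% = no enzyme basal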
# TDP1 inh – inhibitors of human tyrosyl-DNA phosphodiesterase TDP1; Q9NUW8; recombinant TDP1, AlphaScreen DNA substrate cleavage; Potency, µM (highest dose often 130 µM), without a hit: at the highest dose activity change, negative = inhibition, usual class: inhibitors; hit rate 0.28% among 350,000; AID 485290; further: nearly all actives have a fitted effect of over 40% in size
# Target sequence (Q9NUW8 whole entry, looked up): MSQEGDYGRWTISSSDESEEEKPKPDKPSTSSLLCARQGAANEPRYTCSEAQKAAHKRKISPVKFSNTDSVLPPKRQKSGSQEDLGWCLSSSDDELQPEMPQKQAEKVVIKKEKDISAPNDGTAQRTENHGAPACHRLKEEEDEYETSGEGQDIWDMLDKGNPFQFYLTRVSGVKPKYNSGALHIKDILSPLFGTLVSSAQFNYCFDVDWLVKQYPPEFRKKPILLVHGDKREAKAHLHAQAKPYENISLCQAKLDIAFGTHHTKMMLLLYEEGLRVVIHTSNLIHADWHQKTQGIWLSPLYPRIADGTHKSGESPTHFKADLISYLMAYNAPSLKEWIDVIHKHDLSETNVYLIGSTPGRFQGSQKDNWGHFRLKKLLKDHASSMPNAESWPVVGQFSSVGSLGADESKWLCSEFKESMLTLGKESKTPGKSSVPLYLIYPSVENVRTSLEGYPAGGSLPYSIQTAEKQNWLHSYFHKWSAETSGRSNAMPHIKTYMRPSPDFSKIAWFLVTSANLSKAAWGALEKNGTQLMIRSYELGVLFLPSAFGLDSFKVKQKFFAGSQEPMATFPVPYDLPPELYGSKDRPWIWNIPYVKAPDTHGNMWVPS
#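 Tdp1 1 nM final; 15 min RT w/ cpd; substrate 15 nM, 5 min; beads 10 ug/ml, 10 min; AlphaScreen read. Neg ctrl: no enzyme.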
# FEN1 inh – human FEN1 inhibition; hit rate 0.35% among 390,000; AID 588795; Potency, µM (titrated, usually from 114 µM), inactives show at the top dose activity change, negative = inhibition, most hits filed as inhibitors; Recombinant FEN1 flap cleavage, fluorescence, 15 min; further: nearly all actives have a fitted effect of over 65% in size
# Target sequence (P39748 whole entry, looked up): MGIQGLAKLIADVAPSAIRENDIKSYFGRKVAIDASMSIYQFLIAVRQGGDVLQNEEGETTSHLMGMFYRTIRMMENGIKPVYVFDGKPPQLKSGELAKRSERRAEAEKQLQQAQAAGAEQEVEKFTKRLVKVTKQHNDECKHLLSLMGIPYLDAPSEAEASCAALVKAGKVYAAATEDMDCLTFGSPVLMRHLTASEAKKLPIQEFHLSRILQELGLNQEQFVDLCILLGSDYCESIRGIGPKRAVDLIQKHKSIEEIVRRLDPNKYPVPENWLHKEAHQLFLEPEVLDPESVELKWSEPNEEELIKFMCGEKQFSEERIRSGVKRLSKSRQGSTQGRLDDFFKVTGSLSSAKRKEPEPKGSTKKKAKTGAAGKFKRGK
#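 Reaction started by adding substrate (50 nM final) to 10 nM enzyme after 15 min room-temperature compound preincubation. Reads at 0 and 15 min, with data normalized and fitted to a four-parameter Hill equation.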
# Numbers without * were called inactive; ? = inconclusive; . = no result given; & = joins results of further samples; [ ] = dose if it differs, or a comment. The call rests on the fitted dose curve; in most records, active means well fitted curve in the direction sought with a large enough effect; inconclusive means small, poorly fitted or top-dose-only effect, or another doubt; inactive means no such curve, though single readings can be large; an effect the other way counts as inactive or inconclusive. Unless noted, on the % scale 0 is the no-effect control and ±100 the full control effect; potency means the concentration at half of the fitted maximal effect.
SMILES	N370S GC	TDP1 inh	FEN1 inh
COc1ccccc1Nc1nc(N)nc(CN2CCCCC2)n1	-2%	-3%	-2%
CCCN1CCC(=O)N(CCN=[N+]=[N-])CC1	3%	.	-9%&-7%
COc1ccc(C2(C(=O)NCCN3CCOCC3)CCOCC2)cc1	-11%	4%	-2%
CC(C)[C@@H]1NC(=O)c2cc([N+](=O)[O-])cc(I)c2NCC[C@@H](C(N)=O)NC(=O)[C@H](CO)NC1=O	3%	5%	.
Cc1ccc(O)c(C(=O)c2cnc3c(c2)c(C)nn3-c2ccccc2)c1	2%	6%	1%
O=C(c1cn(-c2ccccc2)nc1-c1ccc(F)cc1)N1CCOCC1	-31%	5%	-9%
Nc1nncn1C(=O)CCc1ccccc1	2%	9%	-3%
COc1cccc(CNC(=O)NCc2noc3ccc(C)cc23)c1	.	-3%	11%
O=C(N[C@H]1CCC(=O)N([C@H](CSc2ccc(Br)cc2)Cc2ccccc2)CC1)OCc1ccccc1	.	4%	-2%&-14%
COC(=O)[C@@]1(C)[C@H]2C(=O)N(Cc3ccccc3)C(=O)[C@H]2[C@H]2CN=C(SCc3ccc(Cl)cc3)N21	.	1%[56.1 µM]	-21%
Cc1cc(C)c(Cn2c(=O)n(-c3ccccc3Cl)c(=O)c3c(C)c(C(=O)N(C)C)sc32)c(C)c1	.	0%	5%
COc1ccc2c(c1)SCC(=O)N2C	8%	3%	3%
O=C(Cn1cnc2c(nnn2Cc2ccccc2)c1=O)Nc1ccc2c(c1)OCCO2	3%	-6%	9%
CC1CC(CCN)(c2ccccc2)C(C)CN1C (stereo not given)	-4%	.	5%
CCCOc1ccc(C(=O)Nc2ccc3nn(-c4ccc(OC)c(Cl)c4)nc3c2)cc1	.	-3%[12.3 µM]	1%
CCOc1ccc(NC(=O)N(Cc2cn(CC)c3ccccc23)C2CCCCCC2)cc1	.	5%	-19%
O=C(COc1ccccc1[N+](=O)[O-])NCCCN1CCCC1=O	.	0%	-15%
CSc1ccccc1NC(=O)Cn1nc([N+](=O)[O-])cc1C	-14%	0%	4%
COc1ccccc1/C=C/C1NC(=O)NC(C)=C1C(=O)OC(C)C (stereo not given)	6%	7%	9%
O=C(NCCc1ccc(Cl)cc1)C1CCN(S(=O)(=O)c2ccc3[nH]ccc3c2)CC1	.	2%	11%
CCCn1c(N)c(N(CCOC)C(=O)c2cc(S(=O)(=O)N3CCCCCC3)ccc2OC)c(=O)[nH]c1=O	-2%	0%	-1%
Cc1ccc(CNC(=O)CS(=O)Cc2nc(-c3ccccc3Cl)oc2C)cc1 (stereo not given)	-20%	4%	10%
CCNC(=O)CCn1nc(-c2ccc(C)cc2)c2ccccc2c1=O	-7%	.	5%
O=C1Nc2ccccc2S/C1=C\C(=O)N1CCCC1	1%	-4%	.
COC(=O)Cn1nc(-c2ccccc2)c2ccccc2c1=O	7%	2%	6%
Cc1cc(NC(=O)CN2CCCCC2)n(-c2ccccc2)n1	-24%	7%	-4%
CCOC(=O)/C(=N\Nc1ccccc1[N+](=O)[O-])c1csc(Nc2ccccc2)n1	8%	10%	-21%
CN(C)CC(O)COc1cc2ccccc2cc1C(=O)N1CCCCC1 (stereo not given)	6%	0%	7%
CC1CCCCC1NC(=O)COc1ccc(-n2cnnn2)cc1 (stereo not given)	-11%	0%	9%
CC(C)OC(=O)CSc1nc(Cc2ccccc2)nc2ccccc12	?	.	-27%
C[C@]12c3[nH]c4ccccc4c3CCN1C(=O)C(CC(=O)NCCc1ccccn1)C[C@@H]2C(=O)N1CCOCC1 (stereo not given in full)	.	0%	-13%
COc1ccc(CNC(=O)CS(=O)Cc2nc(-c3ccc(OC)c(OC)c3)oc2C)cc1 (stereo not given)	10%	5%&5%	-21%&7%
CSc1ccc(S(=O)(=O)NCc2ccc(Cl)cc2)cc1	2%	-2%	-1%
NC(=O)c1cc([N+](=O)[O-])ccc1NCc1ccccn1	-19%	1%	-14%
CCOC(=O)c1c(C)oc2nc(C)nc(NCc3cccc(Cl)c3)c12	.	-3%	-14%
CC(=O)Nc1ccc(S(=O)(=O)NCC(=O)OCC(=O)N2CCc3ccccc32)cc1	10%	5%	0%
Cc1ccc(NC(=O)N(Cc2cccnc2)Cc2ccco2)cc1C	0%	-1%	-2%
COc1ccc(/C=C\c2cc(OC)c(OC)cc2CC[N+](C)(C)C)cc1OC	-20%	3%	-14%
COc1cc(Cl)c(C)cc1NC(=S)NN	0%	3%	-6%
CCOc1ccccc1C(=O)N(Cc1cccs1)c1ccc(Cl)cc1	.	-1%	2%

# 14 compounds out of the list, ordered by SMILES length, high to low.
SMILES	N370S GC	TDP1 inh	FEN1 inh
COC(=O)[C@@]1(C)[C@H]2C(=O)N(Cc3ccccc3)C(=O)[C@H]2[C@H]2CN=C(SCc3ccc(Cl)cc3)N21	.	1%[56.1 µM]	-21%
Cc1cc(C)c(Cn2c(=O)n(-c3ccccc3Cl)c(=O)c3c(C)c(C(=O)N(C)C)sc32)c(C)c1	.	0%	5%
O=C(N[C@H]1CCC(=O)N([C@H](CSc2ccc(Br)cc2)Cc2ccccc2)CC1)OCc1ccccc1	.	4%	-2%&-14%
O=C(NCCc1ccc(Cl)cc1)C1CCN(S(=O)(=O)c2ccc3[nH]ccc3c2)CC1	.	2%	11%
COc1ccc(CNC(=O)CS(=O)Cc2nc(-c3ccc(OC)c(OC)c3)oc2C)cc1 (stereo not given)	10%	5%&5%	-21%&7%
CCCOc1ccc(C(=O)Nc2ccc3nn(-c4ccc(OC)c(Cl)c4)nc3c2)cc1	.	-3%[12.3 µM]	1%
Cc1ccc(CNC(=O)CS(=O)Cc2nc(-c3ccccc3Cl)oc2C)cc1 (stereo not given)	-20%	4%	10%
O=C(COc1ccccc1[N+](=O)[O-])NCCCN1CCCC1=O	.	0%	-15%
CC(C)OC(=O)CSc1nc(Cc2ccccc2)nc2ccccc12	?	.	-27%
CSc1ccc(S(=O)(=O)NCc2ccc(Cl)cc2)cc1	2%	-2%	-1%
O=C1Nc2ccccc2S/C1=C\C(=O)N1CCCC1	1%	-4%	.
CC1CC(CCN)(c2ccccc2)C(C)CN1C (stereo not given)	-4%	.	5%
COc1cc(Cl)c(C)cc1NC(=S)NN	0%	3%	-6%
Nc1nncn1C(=O)CCc1ccccc1	2%	9%	-3%

# Next section.
SMILES	N370S GC	TDP1 inh	FEN1 inh
COc1ccccc1-c1cnn2c(NCc3ccccc3)cc(C)nc12	4%	.	5%
CCOC(=O)COc1cccc2c(=O)n(CC(N)=O)ccc12	-20%	.	1%
CCc1[nH]nc(C(=O)N2CCCC(C(=O)c3cccc(OC(C)C)c3)C2)c1C (stereo not given)	-1%	5%	14%
Cc1ccc2oc(=O)n(CC(=O)OCCC(C)C)c2c1	2%	.	-12%
COc1cc(Cl)c(NC(=O)C2CCN(S(=O)(=O)c3c(C)noc3/C=C/c3ccccc3F)CC2)c(OC)c1	.	3%	-7%
O=c1cc(COc2ccc(Cl)cc2Cl)nc2scc(-c3ccccc3)n12	.	-14%	-2%
COC(=O)c1c(-c2cc(C)ccc2C)csc1NC(=O)C1CC=CCC1C(=O)O (stereo not given)	7%	.	-2%
Cc1ccc2nc(NC(=O)Cn3nc(C)c([N+](=O)[O-])c3C)sc2c1	-2%	2%	-3%
O=C(Nc1ccc(S(=O)(=O)Nc2nccs2)cc1)/C(=C/c1ccccc1Cl)NC(=O)c1ccccc1	2%	5%	?
O=C(NCc1ccco1)c1ccc2c(c1)C(=O)N(Cc1ccccc1)C2=O	5%	6%	-18%
O=C(CCC(=O)N1CCOc2ccc(Cl)cc21)NCc1ccccc1	-3%	.	-12%
O=C(Nc1ccccc1[N+](=O)[O-])c1cc2ccccc2nc1Cl	-6%	.	-14%
CC(=O)c1cccc(NC(=O)c2ccc(NS(=O)(=O)c3c(C)noc3C)cc2)c1	-1%	0%	-3%
O=C(Nc1nc(-c2cccc3ccccc23)cs1)c1ccc2c(c1)S(=O)(=O)c1ccccc1C2=O	12%	-5%	-1%
Cc1ccccc1NC(=O)CSCc1nc(N)nc(Nc2ccccc2C)n1	3%	-3%	1%
CCCOC(=O)c1ccc(Nc2cc(C)nc3ncnn23)cc1	-2%	5%	2%
Cc1cc(Cl)ccc1Oc1nc(-c2ccc(F)cc2)ccc1C#N	1%	-4%	-6%
Cc1cc(C)cc(NC(=O)CCc2c(C)nc3nc(CNC(=O)c4cccc(F)c4)nn3c2C)c1	.	0%	1%
COc1ccc(CNC(=O)CN2CCN(S(=O)(=O)c3cc(Br)ccc3Br)CC2)cc1OC	-7%	2%	-7%
Cn1cccc1Cc1nnc(SCC(=O)NCc2ccccc2)n1-c1ccc(F)cc1	-21%	9%	18%
C=CCn1c(COc2cccc3cccnc23)nnc1SCC(=O)OC	-1%	2%	9%
COc1ccccc1NS(=O)(=O)c1cccc(C(=O)N/N=C/c2c(CO)cnc(C)c2O)c1	.	5%	9%
CSc1nc(Nc2cccc(C)c2)c(C#N)c(-c2ccccc2)n1	.	3%	0%
C=CCN1C(=O)CS/C1=N/c1nccs1	-16%	5%	-8%
Cc1cc(=O)[nH]c(-c2cccs2)n1	-3%	2%	8%
CCc1cccc(C)c1NC(=O)CN1C(=O)C2(SCC(=O)N2c2cccc(F)c2)c2ccccc21 (stereo not given)	.	4%	1%
CC1O[C@@H](O[C@H]2C(Oc3cc(O)c4c(c3)OC(c3ccc(O)cc3)CC4=O)OC(CO)C(O)C2O)C(O)C(O)C1O (stereo not given in full)	13%	10%[56.1 µM]	.
Cn1c(SCC(=O)Nc2nc(C(C)(C)C)cs2)nnc1C1CC1	-13%	4%	19%
O=C(CSc1nc2ccccc2n1S(=O)(=O)c1ccccc1)N1CCCCC1	-2%	5%	4%
O=S(=O)(NCC(c1cccnc1)N1CCOCC1)c1ccc(Cl)cc1 (stereo not given)	6%	1%	3%
O=C(Nc1cccc(Cl)c1)Nc1ccnc(-c2cccnc2)n1	-10%	8%	-15%
COC(=O)c1cc(OC)c(OC)cc1NC(=O)c1ccc(C)cc1	29%	0%	-1%
CC(C)(C)n1nnnc1C(c1cccs1)N(Cc1ccc(Cl)cc1)CC1CCCO1 (stereo not given)	28%	-4%	-10%
COc1ccc(NC(=O)C23CCC(C2)C(C)(C)C3=O)cc1 (stereo not given)	-2%	5%	-6%
O=c1c2oc3ccccc3c2n(Cc2ccc(Cl)cc2)c(=O)n1Cc1ccc2c(c1)OCO2	.	0%	-11%
O=C(O)CCn1ncc2ccccc2c1=O	-3%	-5%	0%
Nn1c(SC/C=C/c2ccccc2)nnc1-c1ccncc1	6%	-6%	3%
Cc1cc(N2CCCCCC2)nc2ccccc12	2%	-6%	5%
NC(=O)COc1ccccc1C(=O)O	0%	3%	-7%
CC(=O)NS(=O)(=O)c1ccc(NC(=O)/C=C/c2ccccc2)cc1	.	1%	-3%
Cc1cccc(NC(=O)c2nc[nH]c2C(=O)N2CCc3ccccc3C2)c1	.	1%	-6%
CCOC(=O)N1CCN(C(=O)c2noc(C(C)C)c2[N+](=O)[O-])CC1	-5%	4%	20%
COc1ccc(N=C2NC(=O)C(CC(=O)NCCc3ccc(OC)c(OC)c3)S2)cc1 (stereo not given)	-9%	2%	2%
CCC1CCCCN1C(=O)CSc1nc2c(cnn2-c2ccc(C)cc2)c(=O)[nH]1 (stereo not given)	-12%	3%	-5%
COC(C(=O)Nc1ccnn1C1CCN(Cc2cnn(C)c2)CC1)c1ccccc1 (stereo not given)	-14%	1%	3%
CCc1cc2c(cc3c(=O)n(CC(=O)N4CCC(C)CC4)nc(CC)n32)s1	.	1%	14%
C=CCn1c(=S)[nH]c2cc(C(=O)Nc3ccc(OC)c(OC)c3)ccc2c1=O	-8%	16%	-15%
Cn1c(=O)c2c(SCC(=O)Nc3nccs3)nc(C3CC3)nc2n(C)c1=O	-2%	1%	10%
CCOc1ccc2nc(N3CCCC(C(=O)NCc4ccccc4OC)C3)sc2c1 (stereo not given)	.	1%	0%
CC1(C(=O)OCC(=O)Nc2cccc(S(=O)(=O)NC3=NCCCCC3)c2)CC1(Cl)Cl (stereo not given)	-3%	1%	-18%

# Just N370S GC, for 2 of the compounds above:
canonical_smiles	N370S GC
CCOC(=O)N1CCN(C(=O)c2noc(C(C)C)c2[N+](=O)[O-])CC1	-5%
COc1ccc(N=C2NC(=O)C(CC(=O)NCCc3ccc(OC)c(OC)c3)S2)cc1 (stereo not given)	-9%

# Other compounds
SMILES	N370S GC	TDP1 inh	FEN1 inh
N#Cc1cc2c(nc1Cl)CCCC2	24%	-8%	-2%
C[n+]1ccccc1/C=C/c1ccc([N+](=O)[O-])cc1	-9%	.	-6%
Cc1ccc(S(=O)(=O)N(C)C)cc1NC(=O)COC(=O)COc1ccc2c(C)cc(=O)oc2c1	.	0%	2%
COc1ccccc1N1CCN(C(=O)c2ccncc2)CC1	2%	1%	-2%

# No enrichment for hits. About 0.53% of those tested had a hit in this group.
